Bioassay records (PubChem BioAssay)
TRHR ag = TRH receptor (human) agonism; TRHR cells, calcium flux fluo-8, FDSS agonist mode; activation, % at 2 µM; hit rate 0.18% among 360,000; AID 493084; further: 0% is about no effect
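TRHR-expressing cells loaded with fluo-8 calcium dye; 23 nL library compound pin-transferred, kinetic FDSS fluorescence (Ex 480/Em 530) recorded about 180 s for agonist-induced calcium release, before a 10 nM TRH EC20 addition for potentiator mode.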
D1 ag = agonists of human D1 dopamine receptor; P21728; HEK293 T-REx D1 cells, calcium flux, agonist mode; activation, % at 2 µM; hit rate 1% among 360,000; AID 504660; further: 0% is about no effect
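Agonism was scored from calcium flux recorded over 180 s (1 read/s) after pintool compound addition, following a 10-cycle baseline. Cells were inducible force-coupled HEK293 TREx D1, plated overnight at 30 C and loaded with no-wash calcium dye.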
D2 antag = antagonizes the human D2 dopamine receptor; hit rate 2% among 340,000; P14416; HEK293 TREx D2 cells, calcium flux, dopamine EC80; inhibition, % at 10 µM; AID 485344; in the data active means inhibition above about 30%; further: 0% is about no effect
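HEK293 T-REx D2 cells, tet-induced, calcium dye no-wash. Cpd pintool add, 180 s kinetic, then EC80 DA, 180 s kinetic. Ca flux read.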
TRHR enhancer = TRH receptor (human) allosteric enhancement | TRHR cells, fluo-8 calcium fluorescence, EC20 TRH enhancement | enhancement, % at 2 µM | hit rate 0.66% among 360,000 | AID 493056; in the data active means enhancement above about 30%; further: 0% is about no effect
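TRHR-expressing cells loaded with fluo-8 calcium dye were read kinetically (ex 480/em 530) during compound addition, then stimulated with an EC20 of TRH (10 nM final). Enhancement of the Gq-mediated intracellular calcium response was scored.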
D2 PAM = positively modulates the human D2 dopamine receptor allosterically. potentiation, % at 10 µM. hit rate 0.34% among 340,000. P14416. HEK293 T-REx D2, calcium flux, EC20 dopamine potentiation. AID 485347;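 active means potentiation over 3 SD above the plate norm, cut at about 30% in these data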; further: 0% is about no effect
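Cells plated with tetracycline inducer and held overnight at 30 C; calcium dye loaded 30–90 min at room temperature; baseline taken, compound added and read 180 s; EC20 dopamine then added and read 180 s.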
D2 agonist = activates the human D2 dopamine receptor | P14416 | activation, % at 2 µM | AID 485358 | HEK293 T-REx D2 cells, calcium flux agonist mode | hit rate 0.53% among 340,000;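 active means activation over 3 SD above normal in the single-dose calcium agonist read, cut at about 30% in these data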; further: 0% is about no effect
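Agonism scored from kinetic calcium signal (1 read/sec, 180 s) following compound pin transfer, after a 10 s baseline. Cells: HEK293 Trex line expressing inducible D2 receptor coupled to calcium, dye-loaded after overnight culture at 30 C.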
D1 potentiator = enhances dopamine response at the human D1 receptor; P21728; HEK293 TREx D1 cells, calcium flux, dopamine EC20 potentiation; potentiation, % at 10 µM; hit rate 0.036% among 360,000; AID 504651; in the data active means potentiation above about 30%; further: 0% is about no effect
RXFP1 antagonist = antagonists of human relaxin receptor RXFP1; Q9HBX9; HEK293-RXFP1, relaxin-stimulated cAMP HTRF, 30 min; stronger effect = lower value; activity change, negative = inhibition, % at 57.5 µM; hit rate 0.59% among 350,000;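 active means activity change of -60% or lower, but not beyond a set lower limit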; further: on the % scale 0 is the no-effect control and ±100 the full control effect
Target sequence (Q9HBX9 whole entry, looked up): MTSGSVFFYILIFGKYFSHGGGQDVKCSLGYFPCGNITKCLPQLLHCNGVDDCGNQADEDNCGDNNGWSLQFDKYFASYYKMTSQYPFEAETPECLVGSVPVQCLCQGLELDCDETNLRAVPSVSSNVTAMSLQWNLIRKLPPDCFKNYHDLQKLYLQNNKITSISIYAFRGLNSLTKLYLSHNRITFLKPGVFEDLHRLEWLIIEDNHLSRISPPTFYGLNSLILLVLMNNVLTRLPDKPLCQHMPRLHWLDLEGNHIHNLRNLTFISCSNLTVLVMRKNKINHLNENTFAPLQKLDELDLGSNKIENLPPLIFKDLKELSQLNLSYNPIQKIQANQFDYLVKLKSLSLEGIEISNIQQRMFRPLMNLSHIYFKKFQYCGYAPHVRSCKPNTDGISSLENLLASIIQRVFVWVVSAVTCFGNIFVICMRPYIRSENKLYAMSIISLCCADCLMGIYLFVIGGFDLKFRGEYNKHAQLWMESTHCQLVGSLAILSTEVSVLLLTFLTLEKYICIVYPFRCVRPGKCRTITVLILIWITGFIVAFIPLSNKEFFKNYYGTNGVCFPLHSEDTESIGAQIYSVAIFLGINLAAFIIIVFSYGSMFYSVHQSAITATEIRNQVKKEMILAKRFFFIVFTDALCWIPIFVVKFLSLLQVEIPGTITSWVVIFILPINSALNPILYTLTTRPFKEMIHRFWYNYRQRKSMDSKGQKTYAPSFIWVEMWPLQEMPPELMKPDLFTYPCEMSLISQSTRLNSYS
D1 antagonist = blocks dopamine activation of the human D1 receptor; HEK293 TREx D1 cells, calcium flux, dopamine EC80; stronger effect = lower value; P21728; activity change, negative = inhibition, % at 10 µM; hit rate 3.2% among 360,000; in the data active means activity change below about -30%; further: on the % scale 0 is the no-effect control and ±100 the full control effect
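Calcium flux readout: force-coupled, inducible Hek293 Trex D1 line, cells induced overnight at 30 C with tetracycline, dye-loaded 30–90 min at RT. Antagonism scored against EC80 dopamine challenge given 180 s after compound.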
* hit, by the source's call; x = not tested or not shown. Unless noted, no stated cut-off is given here; in the data, active means activation above about 30%; inactive means the rest.

Order of values: TRHR ag	D1 ag	D2 antag	TRHR enhancer	D2 PAM	D2 agonist	D1 potentiator	RXFP1 antagonist	D1 antagonist
> CCOc1ccc(N(C)S(=O)(=O)c2cc(-c3cc(C)no3)ccc2CC)cc1
    0.2	15.3	-10.5	-2.5	1.2	1.0	-4.7	2.2	-24.6
> COc1cccc(NC(=O)CN(C)C(=O)c2c(C)nn(CC(C)C)c2Cl)c1
    1.7	1.3	-22.1	2.0	3.3	-0.2	6.7	-5.5	-7.0
> CCc1sc(C(=O)N2CCN(c3ccc(F)cc3)CC2)cc1C
    0.4	2.7	-3.1	1.4	-4.8	-0.4	-1.0	1.7	5.1
> COc1ccc(C(C)=O)cc1Cn1c(=O)cc(C)[nH]c1=O
    -0.4	-2.9	13.2	0.7	-2.2	-1.4	1.1	1.4	-2.1
> Cc1ccc(-n2c(Cc3cccs3)nnc2SCC(=O)Nc2ccc(F)c(F)c2)cc1
    -0.1	5.7	10.7	-10.9	1.6	0.0	3.6	-10.1	x
> Cc1oc(-c2ccc(Cl)cc2)nc1CS(=O)CC(=O)NCCCN(C)C1CCCCC1 (configuration not stated)
    -0.7	3.1	18.1	5.2	-6.6	-0.1	-6.5	-5.8	-22.1
> COc1ccccc1CCNC(=O)c1ccc(NC(=O)CC2SC(N3CCCCC3)=NC2=O)cc1 (configuration not stated)
    -0.2	0.4	12.6	-2.8	-9.6	0.6	-5.0	-2.2	-5.9
> CC(C)CCn1cnc2c([nH]c3cccc(Cl)c32)c1=O
    1.4	0.5	-11.3	4.5	4.7	0.2	5.0	5.6	8.4
> COc1ccc([N+](=O)[O-])cc1NC(=O)C1(c2ccc(OC)c(OC)c2)CCOCC1
    -0.4	2.7	5.0	0.4	1.7	0.7	3.3	10.5	3.7
> COc1cc(C(=O)NCCC(=O)NCc2ccc3c(c2)OCO3)cc(OC)c1OC
    0.1	1.5	6.5	2.3	-2.2	-0.9	-4.2	-13.2	-7.7
> Cc1cc(NC(=O)C(C)SCC(=O)Nc2nnc(CC(C)C)s2)no1 (configuration not stated)
    0.0	4.0	-4.8	-0.3	-8.4	-0.7	1.4	-0.1	5.1
> Cc1cccc2nc(CSc3nc4[nH]ncc4c(=O)n3-c3cccc(Cl)c3)cc(=O)n12
    -0.7	2.3	2.2	7.6	7.6	-1.5	4.0	x	5.3
> CCN(CCNC(=O)C1CCN(S(C)(=O)=O)CC1)c1ccccc1
    0.0	4.4	1.0	-0.3	1.4	0.4	0.0	0.0	-3.0
> Cc1oc(-c2ccc(Cl)cc2)nc1CN1CCCC(C(=O)NC2CC2)C1 (configuration not stated)
    -1.1	-1.1	-10.1	29.1	-3.2	0.1	-2.4	-7.2	5.9
> CCOCCn1ccc2c(OCC(=O)NCCc3ccc(OC)c(OC)c3)cccc2c1=O
    -0.1	-0.1	-11.6	-7.4	6.5	0.4	-0.6	-7.8	3.8
> CC1Cc2cc(S(=O)(=O)N3CCC(C(=O)Nc4ccccn4)CC3)ccc2N1C(=O)C1CCC1 (configuration not stated)
    0.0	5.3	15.0	-3.6	3.3	1.9	-1.4	1.5	1.7
> OCCC1CN(Cc2ccc3nsnc3c2)CCN1C1CCCC1 (configuration not stated)
    -1.1	-0.3	-10.0	12.3	-12.4	0.6	3.5	-4.8	13.1
> CCOC(=O)c1cc(-c2ccc(OC)cc2OC)nn1-c1ccc(C(=O)O)cc1
    0.8	1.7	-3.8	4.0	4.0	-0.3	-2.1	-0.8	4.2
> CC(C)Oc1ccc(C(=O)O)cc1
    0.6	0.1	x	-0.7	x	x	0.8	-12.3	-10.2
> Cc1ccc2nc(/C(C#N)=C\c3ccc(Oc4ccc([N+](=O)[O-])cn4)cc3)[nH]c2c1
    0.7	6.0	-7.6	5.6	5.3	-0.6	0.9	15.7	-17.1
> COc1ccc(N2CCN(C(=O)Nc3cn(CC(C)C)c(=O)c4ccccc34)CC2)cc1
    -1.4	0.8	x	-6.0	-8.8	-0.4	-1.9	x	3.3
> CCc1nnc(SCC(=O)N2CCc3ccccc32)n1CC
    2.1	1.0	13.9	3.1	-2.0	0.2	-5.9	-0.8	-3.2
> COc1ccccc1N(C(C)=O)c1nc(C)cc(C)c1C#N
    0.3	1.3	-10.7	-0.5	6.7	0.5	-3.4	-1.3	-26.8
> CCOC(=O)c1sc2nc(SC)nc(-c3ccc(Cl)cc3)c2c1N
    0.1	1.9	-13.7	-0.9	-10.4	-1.4	-0.2	-4.2	-15.0
> O=C(O)c1ccc2c(c1)C(=O)N(c1cccc(-c3nc4ccccc4s3)c1)C2=O
    -1.0	3.5	3.1	-1.7	3.7	-0.8	-5.0	22.8	-2.9
> Cc1nc2cccnc2n1-c1cccc(C(=O)NCc2ccc(OC(C)C)cc2)c1
    0.5	4.2	x	14.2	-12.4	-0.7	-1.0	-0.3	2.0
> COc1cccc(CNC(=O)C(=O)NCCC2CCCCN2S(=O)(=O)c2ccc(C)cc2)c1 (configuration not stated)
    0.5	4.0	-3.2	1.9	4.0	1.0	1.1	3.0	8.7
> CCOc1ccc(C(=S)N2CCN(C)CC2)cc1
    0.7	0.6	-6.8	-0.1	5.8	0.2	-7.4	-5.2	7.0
> Cc1cccc(CC(=O)Nc2ccc3nc(N4CCC(C)CC4)cc(C)c3c2)c1
    0.3	4.0	x	-6.3	-24.5	-0.6	1.1	x	-15.5
> O=C(NC1CCCCC1)C(c1cccnc1)N(C(=O)c1csnn1)C1CCCC1 (configuration not stated)
    -1.0	-1.5	-21.5	4.1	20.4	0.0	-4.0	-5.9	25.7

Compound profiles (already shown).
CCOc1ccc(C(=S)N2CCN(C)CC2)cc1 in the list: TRHR ag = 0.7; D1 ag = 0.6; D2 antag = -6.8; TRHR enhancer = -0.1; D2 PAM = 5.8; D2 agonist = 0.2; D1 potentiator = -7.4; RXFP1 antagonist = -5.2; D1 antagonist = 7.0
Cc1cccc(CC(=O)Nc2ccc3nc(N4CCC(C)CC4)cc(C)c3c2)c1 in the list: TRHR ag = 0.3; D1 ag = 4.0; D2 antag = x; TRHR enhancer = -6.3; D2 PAM = -24.5; D2 agonist = -0.6; D1 potentiator = 1.1; RXFP1 antagonist = x; D1 antagonist = -15.5

Continuation.
Order of values: TRHR ag	D1 ag	D2 antag	TRHR enhancer	D2 PAM	D2 agonist	D1 potentiator	RXFP1 antagonist	D1 antagonist
> Cn1cnc([N+](=O)[O-])c1Sc1ncccc1N
    -1.0	-0.5	-0.4	-3.9	8.3	-0.5	0.3	11.2	x
> N#Cc1cc(NC2CCCC2)c([N+](=O)[O-])cc1C#N
    1.9	9.2	1.9	-1.5	-1.2	4.3	-0.1	x	-13.6
> O=C(CSc1nnc(CN2CCCC2)n1-c1ccc(F)cc1)c1ccc2c(c1)OCO2
    0.5	3.8	8.1	3.7	2.1	0.2	3.2	4.0	-17.1
> Cc1ccc(N(Cc2cc3ccc(C)cc3[nH]c2=O)S(=O)(=O)c2ccccc2)c(C)c1
    0.4	-0.4	8.8	2.7	-2.8	0.6	-2.2	-4.0	-3.9
> Cc1ccc(-c2nnn(CC(=O)N(CC(=O)NC3CCCCC3)c3ccc(F)c(Cl)c3)n2)o1
    0.6	7.4	-1.8	5.5	-0.4	0.4	-3.8	-13.9	0.5
> COC(=O)c1c(NC(=O)CCC(=O)O)sc(Cc2ccccc2)c1C
    -0.2	1.7	11.0	-3.1	8.6	0.4	-2.1	2.7	3.0
> CCOc1ccc(C(=O)NC(C(=O)NCC(c2cccs2)N(C)C)C(C)C)cc1 (configuration not stated)
    -0.1	-0.7	-2.4	2.4	2.9	-0.1	0.8	-0.9	17.9
> COc1ccc(CC(=O)OCC(=O)Nc2ccc(Cl)c(S(=O)(=O)N(C)C)c2)cc1
    -0.1	9.0	-1.0	-1.0	-3.7	-5.0	-7.8	0.0	-4.9
> OCCN(Cc1ccccc1)CC1CCCCC1
    0.2	0.8	-7.5	3.8	9.4	0.7	-4.8	-11.3	7.4
> COc1ccc(C(C(=O)NC(C)(C)C)N(Cc2ccc(C)cc2)C(=O)CCC(=O)Nc2cc(C)on2)cc1 (configuration not stated)
    -0.4	2.4	5.3	-5.5	-4.8	-0.3	-10.1	11.6	-20.4
> COc1ccc(C(=O)Nc2nc3ccccc3[nH]2)cc1S(=O)(=O)N1CCCC1
    -0.9	-2.4	-13.6	1.2	-1.0	-0.4	-3.2	10.2	x
> CC(Sc1nnc(-c2cccnc2)n1N)C(=O)NCCC1=CCCCC1 (configuration not stated)
    0.2	-2.5	11.9	4.5	-2.3	46.9*	-3.6	-4.4	-10.0
> COc1ccc(CN2CCNC(=O)C2CC(=O)N(C)Cc2nccs2)cc1OC (configuration not stated)
    0.4	2.9	10.1	4.3	-10.2	0.7	1.8	5.8	18.0
> COc1cccc(N2CCN(C(=O)C3C4C=CC5(CN(Cc6ccccc6Cl)C(=O)C35)O4)CC2)c1 (configuration not stated)
    -1.1	1.8	-1.0	-6.5	2.2	2.2	-2.6	-0.4	7.2
> Cc1ccc2nc(NNC(=O)c3ccc(S(=O)(=O)N4CCc5ccccc5C4)cc3)sc2c1
    -0.6	-0.2	-14.4	1.8	-1.0	-1.7	1.9	x	9.3
> CC1=C(C(=O)Nc2cc(C)ccn2)C(c2ccc(C)cc2)C2=C(CCCC2=O)N1 (configuration not stated)
    0.1	-0.1	5.8	4.7	1.0	0.9	-8.4	-3.9	-0.8
> CC1CC2(CC(C)(C(=O)CSc3nc4ccccc4s3)OC2=O)C(=O)O1 (configuration not stated)
    0.5	12.6	-1.2	1.2	-2.4	0.5	-2.8	-6.8	-14.2
> CC(C)(C)OC(=O)N1CCC(c2c(C(=O)NCCN3CCOCC3)cnn2-c2ccc(F)cc2)CC1
    0.7	1.3	x	-8.5	-9.5	0.3	4.5	-11.1	7.2
> O=C(CSc1ccc(-c2cccnc2)nn1)N1CCCCCC1
    0.9	-3.0	4.6	13.5	4.3	x	-4.8	9.1	-10.9
> COc1cccc(CC(NC(C)=O)C(=O)NC2CCN(c3nnnn3-c3ccccc3)CC2)c1OC (configuration not stated)
    0.6	-1.5	-2.1	0.3	3.7	0.0	-3.1	-5.8	0.2

Limited to D1 potentiator and D2 antag, for 2 of the compounds above:
Molecule | D1 potentiator | D2 antag
CC(Sc1nnc(-c2cccnc2)n1N)C(=O)NCCC1=CCCCC1 (configuration not stated) | -3.6 | 11.9
COc1ccc(CN2CCNC(=O)C2CC(=O)N(C)Cc2nccs2)cc1OC (configuration not stated) | 1.8 | 10.1

Continuation.
Order of values: TRHR ag	D1 ag	D2 antag	TRHR enhancer	D2 PAM	D2 agonist	D1 potentiator	RXFP1 antagonist	D1 antagonist
> Oc1nc(-c2ccc(Br)cc2)n2ccncc12
    0.0	0.8	-0.4	2.6	12.2	0.4	1.4	-5.0	5.2
> COc1ccccc1OCc1ccc(C(=O)c2ccccc2)cc1
    -0.5	5.9	-1.2	-5.8	7.3	0.2	-9.1	19.0	-29.9
> COc1cccc(C2C(C(=O)c3sc(C)nc3C)=C(O)C(=O)N2CCN(C)C)c1OC (configuration not stated)
    -0.1	0.7	-0.7	5.0	-2.9	-0.2	1.0	x	2.0
> COc1cc(NC(=O)c2ccco2)c(OC)cc1NC(=O)CCC(=O)Nc1cc(C)ccc1C
    0.0	1.3	11.6	0.4	-4.1	-0.7	-2.4	15.6	14.8
